# Bioassay records deposited in PubChem BioAssay by several laboratories.
# RBBP9 inh: human RBBP9 hydrolase inhibition. AID 1515. inhibition, % at 7.94 µM. 0.2% of 220,000 active. O75884. recombinant RBBP9, FP-Rh probe fluorescence polarization;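 active = inhibition above the campaign mean of all tested compounds plus 3 SD, cut at about 14% in these data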;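 note: plate controls were DMSO wells with RBBP9 for no effect and wells lacking RBBP9 protein for full effect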
#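 System: RBBP9 protein / Quantity: 2.5 µM RBBP9 dispensing solution, before mixing / Also added: Serine-hydrolase probe FP-Rh, 375 nM pre-mixing / Dosing: 7.94 µM single dose, 0.794% DMSO / Timing: enzyme-compound preincubation 30 min, then probe labeling 45 min, 25 °C / Signal: FP readout at 525/598 nm / Controls: DMSO-treated enzyme wells and wells lacking RBBP9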
# NPY-Y2 PAM-ag: potentiators or agonists of human neuropeptide Y receptor Y2; 0.45% of 220,000 active; activation, % at 3.6 µM; AID 1359; P49146; cells expressing NPY-Y2, potentiator/agonist read-out; in the data active = activation above about 27%;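 note: cells stimulated with NPY near EC25 plus isoproterenol at EC100; 0% = vehicle plus submaximal agonist and 100% = vehicle plus saturating agonist; some results beyond the cut were filed as inactive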
# Runt-CBFb FRET: blocks binding of human RUNX1 Runt domain to CBFb | Q01196+Q13951 | inhibition, % at 20 µM | Cerulean-Runt/Venus-CBFb FRET ratio 530/480, 1 h | AID 1496 | 0.46% of 220,000 active;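 active = inhibition over about 50% at 20 µM in the single-dose screen, limit read from the data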;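 note: 0% = DMSO wells and 100% = excess unlabeled CBFb competitor control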
#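 Assay system: Cerulean-Runt domain fusion protein, energy donor; Signal: fluorescence energy transfer, 422 nm excitation, 530/480 nm emission; Timing: 1 h compound exposure, room temperature; Control set: unlabeled CBFb; Medium: Tris buffer pH 7.5 with salts and BSA; Compound: single test concentration of 20 µM, 1% DMSO final; Probe or stimulus: Venus-CBFb 100 nM.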
# MDM2 E3 inh: Mdm2 E3 ligase (human) inhibition; Q00987; cell-based MDM2 ubiquitination luciferase reporter, 2 h; 0 = plate control, 100 = twice control, blank-subtracted; signal enhancement, % at 5 µM; 0.11% of 210,000 active; AID 1230;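 active = signal enhancement of 30% or more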;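 note: luminescence tracks abundance of the self-degrading MDM2-luciferase fusion protein; higher signal means inhibition of MDM2 E3 ligase activity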
#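 Material: stable MDM2–luciferase fusion reporter cells / Quantity: 2000 cells/well / Dosing: single 5 µM compound dose, 0.2% final DMSO / Buffer or medium: DMEM / Schedule: 4 h cell settling then 2 h compound exposure, 37 °C / Detection: luminescence with SteadyLite reagent, 15 min at room temperature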
# p97 inhibitor: human p97 ATPase inhibition | P55072 | 0.42% of 220,000 active | recombinant p97 ATPase, Kinase-Glo ATP luminescence, 3 h | AID 1481 | inhibition, % at 8 µM; in the data active = inhibition above about 15%;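 note: 0% = DMSO vehicle and 100% = wells lacking enzyme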
# Runt-SMMHC FRET: inhibitors of human RUNX1 Runt domain binding to CBFb-SMMHC; Cerulean-Runt/Venus-CBFb-SMMHC FRET ratio 530/480, 1 h; inhibition, % at 20 µM; 0.74% of 220,000 active; AID 1434;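 active = mean inhibition across duplicate retests at 20 µM reaching about 50%, limit read from the data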;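 note: 0% = DMSO wells and 100% = wells with excess untagged CBFb-SMMHC; inhibitors lower the FRET ratio by blocking Runt binding to CBFb-SMMHC; some results filed as inactive read as strong as hits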
# NPY-Y1 antag: antagonists of human neuropeptide Y receptor Y1; P25929; HEK293-CNG Y1 cells, membrane potential fluorescence; NPY at EC95, then isoproterenol; inhibition, % at 3.6 µM; 1% of 200,000 active; AID 1040;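 active = inhibition above the campaign mean inhibition of all tested compounds plus 3 SD, cut at about 20% in these data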;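 note: 0% = DMSO wells given NPY plus isoproterenol and 100% = isoproterenol alone without NPY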
# Target sequence (P25929 whole entry, looked up): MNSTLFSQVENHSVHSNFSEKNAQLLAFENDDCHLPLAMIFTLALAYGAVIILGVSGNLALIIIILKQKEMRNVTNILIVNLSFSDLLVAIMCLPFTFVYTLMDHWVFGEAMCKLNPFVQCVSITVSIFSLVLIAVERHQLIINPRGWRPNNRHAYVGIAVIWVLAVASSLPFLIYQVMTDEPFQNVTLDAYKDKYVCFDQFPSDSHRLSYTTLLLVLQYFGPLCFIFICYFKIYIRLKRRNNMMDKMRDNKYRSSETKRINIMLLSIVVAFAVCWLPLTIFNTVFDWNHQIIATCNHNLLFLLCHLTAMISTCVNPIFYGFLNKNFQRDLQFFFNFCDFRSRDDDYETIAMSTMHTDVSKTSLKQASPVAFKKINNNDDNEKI
#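 Benchmarks – high control isoproterenol alone, low control NPY with isoproterenol · Material – HEK293 Y1/CNG channel cell line · Times – dye 3 h, compound 60 min room temperature, stimulation 45 min · Probe or stimulus – NPY (25 nM), isoproterenol (1 µM), Ro 20-1724 (25 µM) · Evaluation – % inhibition of NPY effect · Signal – fluorescence, membrane potential probe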
# NPY-Y1 PAM-ag: potentiates or activates human NPY-Y1 receptor; AID 1304; activation, % at 3.6 µM; NPY-Y1 expressing cells, potentiator/agonist activation; P25929; 0.37% of 220,000 active; in the data active = activation above about 33%, passing the limit was not always enough;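 note: cells stimulated with NPY at EC10 then isoproterenol at EC100; 0% = low agonist plus stimulus and 100% = saturating agonist plus stimulus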
# Hck-Nef inh: human Hck-Nef kinase inhibition | P08631 | Recombinant Hck-YEEI plus Nef, Z-Lyte FRET kinase assay | inhibition, % at 20 µM | 0.68% of 220,000 active | AID 463187;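 active = Hck-Nef kinase inhibition above about 50%, limit read from the data; inactive = inhibition below that limit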;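 note: 0% = DMSO with Hck plus Nef and 100% = Hck alone without Nef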
# Target sequence (P08631 whole entry, looked up): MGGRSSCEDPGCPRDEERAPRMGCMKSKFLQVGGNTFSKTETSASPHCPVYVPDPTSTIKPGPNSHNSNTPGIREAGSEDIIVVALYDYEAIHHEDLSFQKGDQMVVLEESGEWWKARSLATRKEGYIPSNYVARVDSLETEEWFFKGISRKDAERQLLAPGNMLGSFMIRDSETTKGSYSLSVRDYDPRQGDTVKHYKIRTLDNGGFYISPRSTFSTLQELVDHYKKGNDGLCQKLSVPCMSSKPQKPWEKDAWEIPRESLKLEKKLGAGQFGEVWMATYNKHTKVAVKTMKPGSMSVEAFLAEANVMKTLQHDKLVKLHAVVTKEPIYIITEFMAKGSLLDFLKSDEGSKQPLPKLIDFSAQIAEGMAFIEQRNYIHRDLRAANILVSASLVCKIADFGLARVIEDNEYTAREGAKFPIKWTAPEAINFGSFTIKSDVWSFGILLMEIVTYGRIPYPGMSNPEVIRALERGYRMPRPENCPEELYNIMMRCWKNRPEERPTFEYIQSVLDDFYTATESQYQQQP
# * hit, by the source's call; . = no result given. The list is partial; rates above refer to the full screens.
# Under each structure: RBBP9 inh	NPY-Y2 PAM-ag	Runt-CBFb FRET	MDM2 E3 inh	p97 inhibitor	Runt-SMMHC FRET	NPY-Y1 antag	NPY-Y1 PAM-ag	Hck-Nef inh
> Cc1ccc(-c2cc(C(=O)N3CCC4(CC3)OCCO4)no2)cc1
    2	0	0	-14	0	1	6	-6	-8
> COc1ccc(OC)c(C2=NOC(C(=O)N3CCC4(CC3)OCCO4)C2)c1 (stereo not given)
    -4	8	2	7	2	0	1	3	2
> COc1ccccc1N1C(=O)NC(=O)/C(=C/c2ccc([N+](=O)[O-])s2)C1=O
    1	-5	28	-2	7	21	.	1	32
> C=CCN1C(=O)c2ccccc2Sc2ccc(C(=O)N3CCC4(CC3)OCCO4)cc21
    0	2	1	-5	-5	-2	0	20	0
> COc1ccc2nc3oc(C(=O)N4CCC5(CC4)OCCO5)cc3cc2c1
    -4	-25	0	-2	-6	-2	5	-13	5
> CCS(=O)(=O)N1CCCC(C(=O)N2CCC3(CC2)OCCO3)C1 (stereo not given)
    -9	9	1	-6	7	0	7	3	-1
> COC(=O)C1=C(N)Oc2c(c(=O)oc3ccccc23)[C@]12C(=O)N(C)c1ccccc12
    1	8	-1	-11	2	-5	0	4	-4
> CSc1ccccc1C(=O)C1CCCN(Cc2cccc(C)n2)C1 (stereo not given)
    -7	-3	-1	-13	-6	1	2	-24	22
> NCC(O)c1ccc(O)cc1 (stereo not given)
    -1	0	-2	.	5	-5	-4	-13	-8
> CN1CC=C(c2c[nH]c3ccccc23)CC1
    -9	0	0	-18	-2	2	36*	-2	2
> CCCCNC(=O)c1c(N)n(Cc2ccc3c(c2)OCO3)c2nc3ccccc3nc12
    -5	1	10	-1	0	37	5	8	14
> O=C(Cc1ccccc1)Oc1ccc(N2C(=O)CCC2=O)cc1
    -1	0	-1	-14	5	-1	9	21	-2
> COc1ccc(S(=O)(=O)NCc2ccc(C(=O)N3CCC4(CC3)OCCO4)cc2)cc1
    -4	-1	4	-19	-5	0	-3	1	0
> CN1CCN(c2cc(N3CCCCCC3)c(F)cc2[N+](=O)[O-])CC1
    -3	10	-7	-9	1	-2	3	3	0
> O=C1NC(=O)N(c2ccc3c(c2)OCO3)C(=O)/C1=C\c1ccc(-c2ccccc2C(=O)O)o1
    -1	-4	18	-10	9	17	.	11	45
> COc1ccc(OC)c2c1CCC1NCCOC21 (stereo not given)
    -9	1	11	-6	4	1	8	-14	6
> CCOP(=O)(Cc1cc(C(=O)CC)c(C)o1)OCC
    -2	-11	2	4	5	-1	.	18	6
> CN1C(=O)C(=Cc2ccccc2OCc2ccc(Cl)cc2)C(=O)N(C)C1=O
    -8	9	-1	-2	3	0	-1	4	10
> Cc1ccc(N2Cc3ccccc3C2=N)cc1[N+](=O)[O-]
    2	-6	0	-13	6	0	-1	9	14
> CCCc1nc2ccccc2c(=O)n1-c1cccc(OC)c1
    -10	11	-1	0	0	4	9	-10	0

# Structural class: those above containing sulfur (5)
# Under each structure: RBBP9 inh	NPY-Y2 PAM-ag	Runt-CBFb FRET	MDM2 E3 inh	p97 inhibitor	Runt-SMMHC FRET	NPY-Y1 antag	NPY-Y1 PAM-ag	Hck-Nef inh
> COc1ccccc1N1C(=O)NC(=O)/C(=C/c2ccc([N+](=O)[O-])s2)C1=O
    1	-5	28	-2	7	21	.	1	32
> C=CCN1C(=O)c2ccccc2Sc2ccc(C(=O)N3CCC4(CC3)OCCO4)cc21
    0	2	1	-5	-5	-2	0	20	0
> CCS(=O)(=O)N1CCCC(C(=O)N2CCC3(CC2)OCCO3)C1 (stereo not given)
    -9	9	1	-6	7	0	7	3	-1
> CSc1ccccc1C(=O)C1CCCN(Cc2cccc(C)n2)C1 (stereo not given)
    -7	-3	-1	-13	-6	1	2	-24	22
> COc1ccc(S(=O)(=O)NCc2ccc(C(=O)N3CCC4(CC3)OCCO4)cc2)cc1
    -4	-1	4	-19	-5	0	-3	1	0

# Further records.
# Under each structure: RBBP9 inh	NPY-Y2 PAM-ag	Runt-CBFb FRET	MDM2 E3 inh	p97 inhibitor	Runt-SMMHC FRET	NPY-Y1 antag	NPY-Y1 PAM-ag	Hck-Nef inh
> CC(=O)N1CN2CN(C(C)=O)CC(C(=O)c3ccc(Br)cc3)(C2)C1
    -6	7	-1	-4	1	4	6	1	0
> CCC(C(=O)N1CCC2(CC1)OCCO2)c1ccccc1 (stereo not given)
    -2	7	1	0	3	-2	9	39	13
> CN1C(=O)C(=Cc2ccc(Sc3ccccc3)o2)C(=O)N(C)C1=O
    -4	-11	7	-12	1	7	7	-12	70*
> O=C1CN=C(c2ccccc2)c2cc(Br)ccc2N1Cc1cc(=O)n2ccccc2n1
    -8	15	-4	6	5	-2	2	-19	-1
> CCOC(=O)c1c(NS(=O)(=O)c2ccccc2)n(CCCOC)c2nc3ccccc3nc12
    1	-6	0	17	45*	10	-5	-13	28
> COc1ccc(-c2nc3ccccc3c(=O)n2-c2nccs2)cc1
    -1	9	-2	-21	6	-5	-3	6	0
> CC(=NC1CCN(Cc2ccccc2)CC1)c1c(O)n(C)c(=O)n(C)c1=O
    2	-9	2	-1	6	2	1	9	2
> Cc1ccccc1CN1CCN(Cc2ccccc2)CC1
    -8	0	0	-6	6	0	2	11	23
> COc1ccccc1-n1c(O)c(C=Nc2c(C)n(C)n(-c3ccccc3)c2=O)c(=O)[nH]c1=O
    0	6	0	-11	4	-3	1	12	2
> O=c1c2ccccc2nc(CSc2ncnc3nc[nH]c23)n1-c1ccc(Cl)c(Cl)c1
    -7	1	1	-4	3	-1	2	-5	4
> C#CCN(C)C(C)Cc1ccccc1 (stereo not given)
    -5	3	0	.	2	1	0	16	-9
> CC(C)CN1CCN(Cc2cccc3c2OCO3)CC1CCO (stereo not given)
    12	2	-1	-12	0	-2	-1	-8	21
> CCOC(=O)c1ccc2c(c1)n(Cc1ccccc1)c(C)[n+]2CC
    -13	6	-2	-18	2	1	-3	-16	0
> COc1ccccc1N1CCN(Cc2ccccc2F)CC1
    -6	4	2	-11	-3	-1	2	-11	-8
> CC(C)(C)NC(=O)C1CC2CCCCC2CN1 (stereo not given)
    -4	1	0	-5	6	0	0	5	20
> CN1CCc2c(C#N)c(Cl)nc(Cl)c2C1
    -10	2	4	-14	-4	2	-1	10	11
> C=CCN(CC=C)Cc1c[nH]c2ccccc12
    1	22	0	-2	7	-7	0	26	1
> CCC(=NCCO)c1c(O)n(-c2ccccc2)c(=O)[nH]c1=O
    -5	-13	3	-9	-3	1	-2	3	0
> c1ccc2c(c1)CC1CNCc3cccc(c31)S2 (stereo not given)
    -3	-7	1	5	-1	6	3	-8	0
> Cc1ccc(Sc2ccc(C=C3C(=O)N(C)C(=O)N(C)C3=O)o2)cc1
    -5	2	8	-5	2	-6	-3	-13	70*

# The list goes on, starting with the last 2 of the part before.
# Under each structure: RBBP9 inh	NPY-Y2 PAM-ag	Runt-CBFb FRET	MDM2 E3 inh	p97 inhibitor	Runt-SMMHC FRET	NPY-Y1 antag	NPY-Y1 PAM-ag	Hck-Nef inh
> c1ccc2c(c1)CC1CNCc3cccc(c31)S2 (stereo not given)
    -3	-7	1	5	-1	6	3	-8	0
> Cc1ccc(Sc2ccc(C=C3C(=O)N(C)C(=O)N(C)C3=O)o2)cc1
    -5	2	8	-5	2	-6	-3	-13	70*
> CC(C)CNC(=O)c1c(N)n(Cc2ccco2)c2nc3ccccc3nc12
    1	13	79*	-20	1	.	2	15	15
> CC(C)(C)C(=O)c1cn(CC(=O)NCc2ccco2)c2ccccc12
    -4	9	-14	-5	1	6	1	7	23
> Cc1c(C(=O)N2CCC3(CC2)OCCO3)sc2ncnc(N(C)c3ccccc3)c12
    -7	-14	-2	-5	5	-2	8	-6	2
> CCN1CCN(c2ccc(N)c(C)c2)CC1
    -8	-5	-2	-3	3	0	0	-1	3
> Cc1ccc(-n2c(O)c(C=Nc3ccc(S(N)(=O)=O)cc3)c(=O)[nH]c2=O)cc1
    -5	8	-16	-3	6	-59	0	7	12
> CN1CCc2nc3sc(C#N)c(N)c3c(-c3cccs3)c2C1
    3	3	16	1	7	1	-2	14	5
> c1cnc(N2CCNCC2)nc1
    2	1	1	6	5	-2	3	8	22
> CC(=O)Nc1ccccc1C(=O)OCc1ccccc1F
    -5	-15	1	-7	-2	-2	2	-30	-35
> Nc1c2c(nc3sc4c(c13)CCCCC4)CCCC2
    -8	-11	-2	-3	-2	-3	7	-14	2
> CN1C(=O)C(=Cc2ccc(N3CCOCC3)o2)C(=O)N(C)C1=O
    -13	3	-29	-10	-5	-76	1	3	2
> COc1ccc(CCNCc2sccc2C)cc1OC
    2	-11	2	-23	2	-2	-1	4	-5
> CCN(C(=O)CN1CC=C(c2ccccc2)CC1)c1c(N)n(Cc2ccccc2)c(=O)[nH]c1=O
    -1	-15	1	-5	2	0	1	6	19
> Cc1ccc(/C=C2/C(=O)NC(=O)N(CC3CCCO3)C2=O)s1 (stereo not given)
    -8	-1	7	-14	-6	0	-4	2	15
> COc1ccc(CC2C(=O)NC(=O)NC2=O)c(OC)c1
    -2	7	2	-18	0	-4	6	-1	1
> CN1CCCC(C(=O)c2ccccc2)C1 (stereo not given)
    0	1	-1	-33	1	1	-1	15	1
> Cc1c(Cl)cccc1NC(=S)N1CC2CC(C1)c1cccc(=O)n1C2 (stereo not given)
    -6	4	4	-16	5	-8	-1	10	2
> CC(C)(C)OC(=O)c1c(N)n(Cc2ccco2)c2nc3ccccc3nc12
    -9	16	71*	-23	16*	59*	5	-2	36
